Screening results: PubChem BioAssay, several laboratories
Mtb UGM inh: Mtb UDP-galactopyranose mutase inhibition; AID 504406; P9WIQ1; inhibition, % at 10 µM; purified UGM, fluorescence polarization probe displacement; actives 0.06% (n = 320,000); in the data active = inhibition above about 10%, passing the limit was not always enough; inconclusive = no clear call, values can overlap the other calls
Target sequence (P9WIQ1 whole entry, looked up): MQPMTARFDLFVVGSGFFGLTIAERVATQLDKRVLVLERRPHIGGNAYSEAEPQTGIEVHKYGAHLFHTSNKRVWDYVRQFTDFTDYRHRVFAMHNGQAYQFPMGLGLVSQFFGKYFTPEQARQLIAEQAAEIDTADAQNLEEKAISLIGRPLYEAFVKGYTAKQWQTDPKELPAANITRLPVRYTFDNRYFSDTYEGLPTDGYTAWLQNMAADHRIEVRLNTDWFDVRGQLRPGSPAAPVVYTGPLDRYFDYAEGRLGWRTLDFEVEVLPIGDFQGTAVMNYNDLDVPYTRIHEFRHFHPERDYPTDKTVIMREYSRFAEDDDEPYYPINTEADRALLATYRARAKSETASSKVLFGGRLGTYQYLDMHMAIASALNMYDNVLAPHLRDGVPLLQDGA
CCHF vOTU inh: CCHFV vOTU protease inhibition; Pep-AMC fluorescence; inhibition, % at 11.5 µM; actives 0.55% (n = 370,000); note: 0% = vehicle wells with enzyme and 100% = no enzyme wells
FadD28 FP inh: blocks FadD28 binding to the bisubstrate probe; fluorescence polarization; inhibition, % at 12.5 µM; actives 0.22% (n = 360,000); in the data active = inhibition above about 8.5%, passing the limit was not always enough; inconclusive = no clear call, values can overlap the other calls
PrPC surface inh: inhibitors of human cell surface prion protein PrPC; inhibition, % at 13.8 µM; actives 0.43% (n = 370,000); P04156; TR-FRET read-out; in the data active = inhibition above about 24%; note: 0% = median of the test wells and 100% = reference compound wells
GDH-TPI inh: GDH-TPI coupled enzyme inhibition counter-screen. GDH-TPI coupled enzyme counterscreen, NADH absorbance. inhibition, % at 4.8 µM. actives 1.2% (n = 360,000);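 note: 0% = DMSO wells and 100% = wells lacking the enzyme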
BoNT-F LC inh: inhibitors of Botulinum neurotoxin F light chain protease | Multiplex microsphere protease cleavage assay, flow cytometry | inhibition, % at 10 µM | actives 0.22% (n = 360,000) | AID 588497; in the data active = inhibition above about 35%, passing the limit was not always enough; inconclusive = no clear call, values can overlap the other calls; note: plate controls were buffer without enzyme for full effect and enzyme alone for no effect
BioA inh: inhibitors of Mycobacterium tuberculosis BioA enzyme; purified M. tuberculosis BioA enzyme, plate reader; inhibition, % at 9.99 µM; actives 0.096% (n = 360,000); AID 602481; in the data active = inhibition above about 40%; inconclusive = no clear call, values can overlap the other calls
BoNT A protease: BoNT A light chain protease inhibition; inhibition, % at 10 µM; actives 0.17% (n = 360,000); AID 588499; multiplex microsphere protease substrate cleavage, flow cytometry; in the data active = inhibition above about 30%; inconclusive = no clear call, values can overlap the other calls; note: plate controls were buffer without enzyme for full effect and enzyme alone for no effect
Mtb FBA inh: inhibitors of M. tuberculosis fructose-bisphosphate aldolase; purified M. tuberculosis FBA, fluorescence read-out; inhibition, % at 1 µM; actives 2.3% (n = 360,000); AID 588726; P9WQA3; in the data active = inhibition above about 27%;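 note: 0% = vehicle and 100% = reference inhibitor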
Target sequence (P9WQA3 whole entry, looked up): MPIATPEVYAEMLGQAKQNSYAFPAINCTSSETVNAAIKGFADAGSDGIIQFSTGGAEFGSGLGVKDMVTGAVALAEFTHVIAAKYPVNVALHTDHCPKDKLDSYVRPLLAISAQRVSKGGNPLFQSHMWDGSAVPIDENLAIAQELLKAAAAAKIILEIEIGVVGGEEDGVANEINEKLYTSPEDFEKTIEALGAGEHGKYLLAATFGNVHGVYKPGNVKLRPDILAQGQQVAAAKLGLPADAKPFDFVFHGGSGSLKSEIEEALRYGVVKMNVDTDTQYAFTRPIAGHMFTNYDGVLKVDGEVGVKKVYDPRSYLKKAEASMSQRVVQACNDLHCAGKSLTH
Starred values were filed as active, the others as inactive; u = inconclusive; x = no result given. Cut-off read from the data, not from the text of the source, unless noted: active = inhibition above about 30%; inactive = the rest.

| SMILES | Mtb UGM inh | CCHF vOTU inh | FadD28 FP inh | PrPC surface inh | GDH-TPI inh | BoNT-F LC inh | BioA inh | BoNT A protease | Mtb FBA inh |
| --- | --- | --- | --- | --- | --- | --- | --- | --- | --- |
| CCOC(=O)c1ccccc1NC(=S)N1CCN(C(=O)c2ccco2)CC1 | -1.2 | -3 | 0.5 | 0 | 8 | -1 | 3.0 | 0.3 | 5 |
| O=C(c1ccco1)N1CCN(Cc2cc(=O)c(OCc3ccccc3F)co2)CC1 | 0.3 | 0 | -2.7 | 1 | 0 | 3 | x | 3.0 | -3 |
| Cc1ccc(NC(=O)c2ccccc2-c2cc(C)no2)cc1 | -1.8 | -10 | -1.6 | -7 | 6 | -4 | 2.6 | 0.2 | -1 |
| COc1ccccc1N(CC(=O)NC(C)(C)C)C(=O)c1ccc(Cl)nc1 | -1.0 | 2 | -1.9 | 0 | -6 | -14 | -0.7 | -1.5 | 4 |
| O=C(COC(=O)c1cnccn1)NCc1ccccc1 | 1.0 | -9 | -2.7 | -6 | -15 | -4 | 0.3 | -0.6 | -1 |
| COc1ccc(Cn2c(-c3ccc(OC)c(O)c3)nc3ccccc32)cc1O | -0.3 | 1 | -7.4 | -1 | 5 | 1 | x | 0.2 | 5 |
| CC1CC(C)CN(C(=O)COC(=O)Cc2ccc(Br)cc2)C1 (stereo not drawn) | -1.2 | 2 | -1.4 | -5 | -4 | 3 | -0.6 | 0.5 | 0 |
| O=C(NCc1cccnc1)c1ccc(-c2cccc(Cl)c2Cl)o1 | -3.8 | 10 | -10 | -6 | 6 | -7 | x | 0.8 | -9 |
| O=C(Cc1ccccc1)Oc1cccc(-n2cnnn2)c1 | -0.8 | -8 | 0.0 | 1 | -6 | -4 | x | 0.1 | -3 |
| COCC(=O)N(C)C1(c2nnnn2CCOC(=O)Nc2ccc(Cl)cc2)CCCC1 | -1.6 | -5 | -3.4 | -2 | -6 | 1 | 0.6 | -0.6 | 2 |
| CCN(C[C@H]1N[C@@](Cc2ccccc2)(C(=O)OC)[C@H]2C(=O)N(C)C(=O)[C@@H]12)S(=O)(=O)c1ccc(OC(F)(F)F)cc1 | -0.4 | 5 | -1.0 | -2 | 1 | -7 | -0.7 | -0.9 | 1 |
| O=C(Nc1c(C(=O)C2CC2)oc2ccccc12)c1ccc(Cl)cc1 | -1.4 | -3 | -0.8 | -4 | 9 | -8 | x | -1.3 | 1 |
| COc1ccc(N2CCN(C(=O)c3ccc(CS(=O)(=O)c4ccccc4C)o3)CC2)cc1 | 2.6 | 3 | 0.3 | -4 | 15 | -3 | -0.2 | -1.5 | 0 |
| COc1ccc(-c2cc(CNS(=O)(=O)c3ccccc3)on2)cc1 | 0.9 | -11 | -3.7 | -2 | 11 | -4 | x | -2.7 | 4 |
| CC(=O)NCCNC(=O)Cn1nnc(-c2ccccc2)c1COc1ccc2ccccc2c1 | x | 11 | -2.9 | 5 | -6 | -2 | 1.8 | 0.5 | 2 |
| CC(=O)c1cc(CN2CCC(n3nccc3NC(=O)c3ccccc3C)CC2)cs1 | -2.0 | -9 | -0.7 | -1 | 3 | -3 | 2.3 | 1.9 | 2 |
| O=C(C(=O)N1CCN(c2ccccc2F)CC1)c1cn(CC(=O)N2CCOCC2)c2ccccc12 | 4.3 | 12 | -0.8 | 1 | 11 | -3 | 0.8 | -0.7 | -1 |
| Cc1cccc(N2CCN(CC(=O)Nc3ccc(S(=O)(=O)N4CCOCC4)cc3)CC2)c1C | -2.2 | 1 | -1.5 | 14 | 2 | 3 | -1.7 | 0.8 | 2 |
| CCn1cc(C(=O)NCCc2ccc(OC)c(OC)c2)c(=O)c2cc(S(=O)(=O)N3CCOCC3)ccc21 | 0.8 | 11 | -0.3 | 10 | 29 | -3 | -0.9 | -0.2 | 7 |
| COc1cc(C2C(C(=O)c3cccs3)=C(O)C(=O)N2Cc2ccco2)cc(OC)c1OC (stereo not drawn) | -3.1 | 7 | -2.5 | -5 | 25 | -3 | x | 0.2 | 0 |
| O=C(CCC(=O)OCC(=O)c1ccc([N+](=O)[O-])cc1)NC1CCCCC1 | -0.3 | -1 | 0.7 | -3 | 7 | 6 | -1.3 | 1.2 | 0 |
| O=C(Cc1ccc2c(c1)OCCO2)N/N=C/c1ccco1 | 0.7 | -13 | 0.3 | -4 | 9 | -5 | 2.4 | -0.9 | 1 |
| O=C(NCc1ccccc1)C1CCCN(c2nc3ccsc3c(=O)s2)C1 (stereo not drawn) | 4.0 | -3 | -3.0 | 2 | -12 | -14 | x | 0.8 | 14 |
| CCc1nc2ccc(C(=O)NCc3ccc4c(c3)OCO4)cn2c1N(CCC(C)C)CCN(C)C | x | -1 | -0.4 | -10 | 14 | -10 | 0.6 | -0.2 | 6 |
| Oc1ccccc1C1=NOC(O)(C(F)F)C1 (stereo not drawn) | 0.2 | -5 | -3.7 | -2 | -3 | -15 | -1.3 | -0.2 | 3 |
| COc1ccccc1C(=O)N/N=C(\C)c1cccnc1 | -2.4 | -8 | -1.5 | -8 | 8 | x | x | x | 0 |
| Cc1ccc([N+](=O)[O-])c2c1C(N1CCCC1)C(C)(C)O2 (stereo not drawn) | -1.1 | 19 | -0.8 | -9 | 3 | -2 | x | 1.3 | -6 |
| CCCNC(=O)COC(=O)c1ccccc1C(=O)N(C)C1CCCCC1 | -0.7 | -6 | -3.1 | 2 | -5 | -2 | x | -0.3 | 2 |
| CCNC(=S)Nc1ccc2c(c1)c(=O)n(C)n2CC=C(C)C | x | -131 | -1.1 | -7 | 3 | 0 | 1.2 | 0.0 | 63* |
| Cn1nnnc1NCc1ccc(Cl)c(Cl)c1 | -1.6 | -8 | -2.0 | 3 | -3 | 3 | x | 0.1 | 0 |
| Cn1cnc(S(=O)(=O)Nc2ccc3c(c2)OCCO3)c1 | 0.1 | -8 | -0.1 | 6 | -1 | u | -0.8 | -1.1 | 0 |
| Fc1cccc(Cl)c1CSc1ccc(-c2ccco2)nn1 | -3.2 | 8 | -0.8 | 10 | 12 | -4 | x | -0.2 | 2 |
| O=c1[nH]c(CN2CCN(c3ccccn3)CC2)nc2c(Br)cc(Br)cc12 | -1.6 | -7 | -0.2 | 11 | 12 | -5 | 2.3 | 0.7 | 2 |
| O=C1CC2(CCOCC2)Oc2ccc3ccccc3c21 | 1.4 | 11 | -1.6 | -37 | 3 | -5 | 0.4 | -0.5 | 0 |
| COC(=O)C(C)Sc1ccc2nnc(-c3cccc(F)c3)n2n1 (stereo not drawn) | 0.6 | -4 | -1.6 | 23 | 1 | -2 | 2.7 | -0.8 | 12 |
| Cc1ccc(NC(=O)C2CCN(S(=O)(=O)c3cccs3)CC2)cc1C | -1.4 | x | -0.9 | x | 3 | -6 | x | 1.1 | 0 |

Gathered by group: those above containing an aryl methoxy group.
| SMILES | Mtb UGM inh | CCHF vOTU inh | FadD28 FP inh | PrPC surface inh | GDH-TPI inh | BoNT-F LC inh | BioA inh | BoNT A protease | Mtb FBA inh |
| --- | --- | --- | --- | --- | --- | --- | --- | --- | --- |
| COc1ccccc1N(CC(=O)NC(C)(C)C)C(=O)c1ccc(Cl)nc1 | -1.0 | 2 | -1.9 | 0 | -6 | -14 | -0.7 | -1.5 | 4 |
| COc1ccc(Cn2c(-c3ccc(OC)c(O)c3)nc3ccccc32)cc1O | -0.3 | 1 | -7.4 | -1 | 5 | 1 | x | 0.2 | 5 |
| COc1ccc(N2CCN(C(=O)c3ccc(CS(=O)(=O)c4ccccc4C)o3)CC2)cc1 | 2.6 | 3 | 0.3 | -4 | 15 | -3 | -0.2 | -1.5 | 0 |
| COc1ccc(-c2cc(CNS(=O)(=O)c3ccccc3)on2)cc1 | 0.9 | -11 | -3.7 | -2 | 11 | -4 | x | -2.7 | 4 |
| CCn1cc(C(=O)NCCc2ccc(OC)c(OC)c2)c(=O)c2cc(S(=O)(=O)N3CCOCC3)ccc21 | 0.8 | 11 | -0.3 | 10 | 29 | -3 | -0.9 | -0.2 | 7 |
| COc1cc(C2C(C(=O)c3cccs3)=C(O)C(=O)N2Cc2ccco2)cc(OC)c1OC (stereo not drawn) | -3.1 | 7 | -2.5 | -5 | 25 | -3 | x | 0.2 | 0 |
| COc1ccccc1C(=O)N/N=C(\C)c1cccnc1 | -2.4 | -8 | -1.5 | -8 | 8 | x | x | x | 0 |

Later entries.
| SMILES | Mtb UGM inh | CCHF vOTU inh | FadD28 FP inh | PrPC surface inh | GDH-TPI inh | BoNT-F LC inh | BioA inh | BoNT A protease | Mtb FBA inh |
| --- | --- | --- | --- | --- | --- | --- | --- | --- | --- |
| Cc1ccc(C(=O)NCCN2CCOCC2)cc1S(=O)(=O)N1CCCCC1 | 2.1 | -5 | -3.8 | 0 | -2 | -4 | -0.7 | 2.3 | -2 |
| O=C(NNC1=NCCCCC1)Nc1ccc(Cl)cc1 | -1.9 | -5 | -3.5 | 2 | -10 | -9 | x | -0.5 | 0 |
| CCCc1cc(=O)[nH]c(SCC(=O)c2ccc3c(c2)NC(=O)CO3)n1 | -0.3 | 9 | 1.3 | 5 | -2 | -15 | 0.2 | -0.2 | 2 |
| CCS(=O)(=O)N1Cc2ccccc2CC1C(=O)Nc1ncc(C)s1 (stereo not drawn) | 0.2 | 3 | -4.8 | -4 | -9 | 2 | x | -0.1 | 1 |
| O=C(Cc1ccccc1[N+](=O)[O-])NCc1ccccc1Cl | 1.9 | -5 | -4.3 | -10 | -4 | -2 | 0.0 | 0.2 | -2 |
| Clc1ccc(Oc2nc3c(Cl)cccc3s2)cc1Cl | -1.9 | -5 | -1.5 | 8 | -10 | x | 2.4 | x | -3 |
| N#C/C(=C/Nc1ccccc1)c1ccsc1 | 0.9 | 3 | 0.3 | -1 | 34* | 6 | 1.4 | 0.2 | -2 |
| CCOC(=O)c1cnc2c(-c3cccc(Br)c3)cnn2c1C | -1.4 | 6 | 0.5 | -3 | 5 | -6 | x | -0.7 | 2 |
| CC[C@]12c3[nH]c4ccc(OC)cc4c3CCN1C(=O)C(CC(=O)NCc1ccco1)C[C@@H]2C(=O)N1CCN(C(=O)c2ccco2)CC1 (stereo partly drawn) | x | -2 | 0.9 | -6 | -11 | 1 | 1.4 | 0.3 | 1 |
| COc1ccc(-n2c(C)cc(C(=O)CSc3nnc(-c4ccoc4C)n3C)c2C)cc1 | 0.1 | 0 | -0.3 | -5 | 5 | -15 | -0.7 | -0.9 | 0 |
| COc1ccc(C(=S)N2CCOCC2)cc1OC(=O)c1ccccc1Cl | -1.7 | 16 | 1.4 | -3 | 2 | -9 | -1.6 | 0.2 | 1 |
| Cc1ccc(C)c(NS(=O)(=O)c2c(C)nn(C)c2C)c1 | 3.6 | 1 | -1.7 | 8 | 7 | -12 | -0.2 | -0.9 | 4 |
| CCOC(=O)N/N=C/C(Cl)=C/c1ccccc1 | 2.7 | -11 | 0.8 | -6 | 21 | 1 | 0.5 | -0.8 | -1 |
| CCOC(=O)c1ccc(CNC(=O)c2cc(COc3ccccc3SC)on2)o1 | -2.4 | 19 | -4.6 | 8 | -10 | 3 | 0.8 | -0.2 | 0 |

Record cards, from the list above. Values in the order: Mtb UGM inh, CCHF vOTU inh, FadD28 FP inh, PrPC surface inh, GDH-TPI inh, BoNT-F LC inh, BioA inh, BoNT A protease, Mtb FBA inh
O=C(Cc1ccccc1[N+](=O)[O-])NCc1ccccc1Cl is listed as 1.9, -5, -4.3, -10, -4, -2, 0.0, 0.2, -2
CCOC(=O)c1cnc2c(-c3cccc(Br)c3)cnn2c1C is listed as -1.4, 6, 0.5, -3, 5, -6, x, -0.7, 2
CCOC(=O)N/N=C/C(Cl)=C/c1ccccc1 is listed as 2.7, -11, 0.8, -6, 21, 1, 0.5, -0.8, -1
COc1ccc(-n2c(C)cc(C(=O)CSc3nnc(-c4ccoc4C)n3C)c2C)cc1 is listed as 0.1, 0, -0.3, -5, 5, -15, -0.7, -0.9, 0
